LRH-1 inv ag: LRH-1 (NR5A2) inverse agonists, primary screen, cell-based, luminescence, HEK293T, StAR-luciferase reporter; AID 602396, 2012; LRH-1 transfected, 24 h; 360,000 compounds, 0.13% hits; inhibition, % at 3.6 µM;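 active = inhibition above the mean inhibition of all tested compounds plus 3 SD, cut at about 73% in these data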;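 note: 0% = DMSO wells and 100% = reporter-only cells lacking LRH-1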
TWEAK Fn14 block: inhibitors of TWEAK-Fn14 signaling, primary screen, luciferase reporter cells, uHTS; TWEAK-stimulated Fn14 reporter cells, luciferase luminescence, 8 h; 360,000 compounds, 2% hits; inhibition, % at 10 µM; AID 1159606, 2016; in the data active = inhibition above about 50%
NCOA1 inh: SRC1 coactivator transcriptional activity inhibitors, primary screen, cell-based, luminescence; HEK293 GAL4-SRC1 luciferase reporter; inhibition, % at 3.6 µM; AID 588354, 2011; Nuclear receptor coactivator 1 (Homo sapiens), Q15788; 360,000 compounds, 0.12% hits;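 active = inhibition above the campaign mean plus 3 SD, with each screening campaign given its own cutoff, cut at about 60% in these data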;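 note: 0% = DMSO treated cells and 100% = gossypol at 36 µM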
SRC3 inh: SRC3 coactivator transcriptional activity inhibitors, primary screen, cell-based, luminescence | 360,000 compounds, 0.17% hits | HEK293 GAL4-SRC3 luciferase reporter | Nuclear receptor coactivator 3 (Homo sapiens), Q9Y6Q9 | inhibition, % at 3.6 µM;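 active = inhibition above a per-campaign cutoff, the mean of all compounds plus 3 SD, cut at about 60% in these data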;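 note: 0% = DMSO-treated cells and 100% = gossypol-treated cells at 36 µM; higher means less SRC3-driven luciferase light from the GAL4 reporter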
Target sequence (Q9Y6Q9 whole entry, looked up, the tested form may be a part): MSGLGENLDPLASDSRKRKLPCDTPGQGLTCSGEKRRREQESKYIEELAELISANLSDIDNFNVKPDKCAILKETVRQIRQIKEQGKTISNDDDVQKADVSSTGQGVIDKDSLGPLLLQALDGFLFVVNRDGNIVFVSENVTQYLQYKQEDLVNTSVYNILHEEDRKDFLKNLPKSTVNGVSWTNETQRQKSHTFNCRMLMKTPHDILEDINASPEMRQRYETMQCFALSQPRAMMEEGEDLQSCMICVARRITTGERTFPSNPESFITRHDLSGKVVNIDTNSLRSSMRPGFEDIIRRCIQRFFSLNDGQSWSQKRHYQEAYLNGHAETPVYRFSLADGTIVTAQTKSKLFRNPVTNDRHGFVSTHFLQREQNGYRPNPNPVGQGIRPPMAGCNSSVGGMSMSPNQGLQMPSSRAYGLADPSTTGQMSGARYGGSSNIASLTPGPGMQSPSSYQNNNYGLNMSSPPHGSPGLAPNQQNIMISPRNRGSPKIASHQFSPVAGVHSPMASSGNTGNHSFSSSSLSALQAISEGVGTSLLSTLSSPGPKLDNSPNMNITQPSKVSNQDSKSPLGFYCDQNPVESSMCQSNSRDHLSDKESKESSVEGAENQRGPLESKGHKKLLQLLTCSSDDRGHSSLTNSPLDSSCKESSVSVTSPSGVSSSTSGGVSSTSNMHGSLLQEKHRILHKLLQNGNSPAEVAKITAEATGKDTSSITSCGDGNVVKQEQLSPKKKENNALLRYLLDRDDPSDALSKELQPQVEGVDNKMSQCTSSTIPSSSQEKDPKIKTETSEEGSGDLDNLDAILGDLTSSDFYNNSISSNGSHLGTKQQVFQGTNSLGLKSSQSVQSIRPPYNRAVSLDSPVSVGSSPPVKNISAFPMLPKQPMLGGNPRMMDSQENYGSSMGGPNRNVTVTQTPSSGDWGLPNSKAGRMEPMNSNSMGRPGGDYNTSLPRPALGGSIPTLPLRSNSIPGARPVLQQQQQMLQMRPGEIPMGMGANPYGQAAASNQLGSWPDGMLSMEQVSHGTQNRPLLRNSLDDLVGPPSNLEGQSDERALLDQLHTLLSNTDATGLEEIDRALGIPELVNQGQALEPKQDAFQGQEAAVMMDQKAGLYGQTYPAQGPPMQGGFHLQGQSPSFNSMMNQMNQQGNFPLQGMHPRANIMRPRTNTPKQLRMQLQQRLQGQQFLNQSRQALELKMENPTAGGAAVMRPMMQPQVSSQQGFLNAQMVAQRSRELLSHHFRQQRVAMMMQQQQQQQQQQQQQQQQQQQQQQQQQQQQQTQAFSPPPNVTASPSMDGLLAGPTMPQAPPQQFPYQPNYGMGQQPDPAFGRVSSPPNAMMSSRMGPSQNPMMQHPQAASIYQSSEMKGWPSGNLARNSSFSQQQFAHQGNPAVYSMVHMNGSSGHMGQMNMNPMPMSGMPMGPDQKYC
Exocytosis inh: LAMP-1 surface exposure blockers, TALL-104 cells – cell-based, flow cytometry, MLPCN library, primary screen; TALL-104 LAMP-1 surface exposure; cells stimulated with thapsigargin and PMA; inhibition, % at 10 µM; 360,000 compounds, 0.66% hits;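 active = inhibition above about 55%, limit read from the data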
TLR9-MyD88 block: inhibitors of TLR9-MyD88 association in cells, primary screen, cell-based, CHO, BLA complementation, fluorescence; Toll-like receptor 9 (Homo sapiens) + Myeloid differentiation primary response protein …; CCF4 FRET ratio; inhibition, % at 4.98 µM; 340,000 compounds, 0.21% hits;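 active = inhibition above the mean over all tested compounds plus 3 SD, cut at about 21% in these data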;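 note: 0% = DMSO only wells and 100% = clavulanate BLA inhibitor control wells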
NOD2 RIPK2 PPI: NOD2-RIPK2 binding disruptors in cells, primary screen, fluorescence, CHO cells, BLA complementation; Receptor-interacting serine/threonine-protein kinase 2 (Homo sapiens), O43353; CCF4 ratio; inhibition, % at 4.98 µM; 360,000 compounds, 0.38% hits; in the data active = inhibition above about 21%;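 note: 0% = vehicle only and 100% = reference blocker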
COUP-TFII inh: NR2F2 transcriptional activity inhibitors, primary screen, cell-based, luciferase reporter, HEK293T, luminescence. COUP transcription factor 2 (Homo sapiens), P24468. HEK293T NGFI-A luciferase reporter. inhibition, % at 8.6 µM. 370,000 compounds, 0.7% hits. AID 686940, 2013;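 active = inhibition above a per-plate cutoff, mean inhibition of test wells between control levels plus 3 SD, cut at about 38% in these data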;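 note: cells cotransfected with COUP-TFII expression vector driving the NGFI-A reporter; 0% = median of COUP-TF2 test wells and 100% = reporter-only cells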
ABHD5 PLIN5 PPI: ABHD5-PLIN5 interaction inhibitors, primary screen, cell lysate, split luciferase complementation, luminescence | Perilipin-5 (Homo sapiens) + 1-acylglycerol-3-phosphate O-acyltransferase ABHD5 (Homo … | 360,000 compounds, 0.78% hits | Split G. princeps luciferase complementation, 4 h | inhibition, % at 4 µM;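 active = inhibition above the mean inhibition across every tested compound plus 3 SD, cut at about 22% in these data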;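 note: 0% = DMSO only wells and the 100% control is not disclosed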
TROY NFkB inh: inhibitors of TROY-driven NF-kB signaling, primary screen, Q293 LMP1-TROYcd cells, NF-kB luciferase, uHTS | Q293 LMP1-TROYcd NF-kB luciferase reporter, 4 h | inhibition, % at 10 µM | 360,000 compounds, 0.98% hits | AID 1347056, 2019;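 active = compounds whose plate-normalised and pattern-corrected inhibition of the luciferase reporter signal at the single screening dose is 50% or more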
SRC2 inh: inhibition of GAL4-SRC2 driven luciferase reporter, primary screen, SRC2 inhibitor project, cell-based, luminescence; 370,000 compounds, 0.17% hits; HEK293 GAL4-SRC2 luciferase reporter; Nuclear receptor coactivator 2 (Homo sapiens), Q15596; inhibition, % at 9 µM; AID 651957, 2012;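 active = inhibition above the mean inhibition of all tested compounds plus 3 SD, set per campaign, cut at about 52% in these data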;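 note: 0% = DMSO treated cells and 100% = cells given Gossypol at 36 µM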
Numbers without * were called inactive; · = not tested or not shown.

Results follow in this order: LRH-1 inv ag, TWEAK Fn14 block, NCOA1 inh, SRC3 inh, Exocytosis inh, TLR9-MyD88 block, NOD2 RIPK2 PPI, COUP-TFII inh, ABHD5 PLIN5 PPI, TROY NFkB inh, SRC2 inh
- CC(=O)Oc1ccc(N2C(=O)C3C4C=CC(CO)(O4)C3C2=O)cc1 (stereo unspecified)
→ 12, -5, -7, 13, 45, 11, 9, -6, 26*, 7, -16
- O=C(NCc1cccnc1)C1CC(c2ccc(Cl)c(Cl)c2)=NO1 (stereo unspecified)
→ -2, 11, -11, 7, 33, 3, -1, 8, -1, 6, -13
- Oc1c(C=Nc2cccnc2)sc2ccccc12
→ -8, -10, -12, -11, -3, 4, -6, -4, 0, -1, -16
- CC(=O)c1c(COC(=O)c2ccc(F)cc2)nc2ccccc2[n+]1[O-]
→ 11, -5, 5, 9, 3, ·, -4, -1, 2, -1, -27
- CCN(CC)C(=S)SCC(=O)Nc1ccc(S(N)(=O)=O)cc1
→ -1, -7, -32, -3, -4, 9, -5, -20, -3, 2, 17
- O=C(N/C(=C/c1ccc(F)cc1)C(=O)N1CCCCC1)c1ccco1
→ 9, 2, -24, 18, -2, -1, 1, 10, 1, 1, 4
- O=[N+]([O-])c1cccc(S(=O)(=O)Nc2ccc(-c3ccc(N4CCOCC4)nn3)cc2)c1
→ -13, 5, -9, 5, -7, -2, 5, -14, -9, 0, -52
- COc1cccc(C2c3[nH]c4ccccc4c3CCN2Cc2cnc(C)s2)c1OC (stereo unspecified)
→ 8, 5, -34, 12, 3, -11, 0, 12, -2, 31, -45
- Cc1cc(C)n(CC(=O)Nc2cccc(C(F)(F)F)c2)n1
→ 11, 11, -9, -5, 3, -3, -8, 6, -5, -2, -9
- Cc1cc(C)n(CC(O)COc2ccccc2C)n1 (stereo unspecified)
→ 4, 13, -16, 6, 1, 2, -2, -11, 5, -23, 6
- O=C(c1ccc2c3n(nc2c1)-c1ccc(Cl)cc1CO3)N1CCOCC1
→ -109, -10, -85, -84, 21, 4, 4, -66, 2, -63, -54
- CCOC(=O)c1c(C)[nH]c(C(=O)COC(=O)[C@H](C)NC(=O)c2ccccc2Cl)c1C
→ -26, -40, -30, -39, -3, 4, -12, -25, -4, -58, -26
- COC(=O)[C@@H](NS(=O)(=O)c1ccc(F)cc1Br)C(C)C
→ 2, -9, 17, -1, -4, -6, 0, 1, 2, -5, 5
- Cc1cc(C)cc(N(CC(=O)N2CCCC2)S(C)(=O)=O)c1
→ -11, 1, -8, -4, -4, -2, 3, 2, 6, -11, -30
- COC(=O)N/N=C/c1cccc(OCCSc2ccc(Cl)cc2)c1
→ -64, 23, -47, -31, 2, -5, -7, -24, -5, 0, 3

More structures follow.
Results follow in this order: LRH-1 inv ag, TWEAK Fn14 block, NCOA1 inh, SRC3 inh, Exocytosis inh, TLR9-MyD88 block, NOD2 RIPK2 PPI, COUP-TFII inh, ABHD5 PLIN5 PPI, TROY NFkB inh, SRC2 inh
- C#CCNC(=O)C1=C[C@@H](c2cn(C(C)=O)c3ccccc23)C[C@@H](OCCCCO)O1
→ 7, 6, -2, -4, 10, -1, -1, 3, 3, 4, -1
- CCn1c(C)nc2cc(NC(=O)Nc3cccc(C(C)=O)c3)ccc21
→ -50, 32, 0, -16, -7, 0, -3, -26, 2, -24, -17
- CCOc1ccc(N(CC(=O)Nc2cc(C)ccc2C)S(=O)(=O)c2c(C)[nH]c(=O)[nH]c2=O)cc1
→ -16, 6, -11, 5, 0, 3, 10, 0, 4, 9, 4
- CCOC(=O)N1CCN(C(=O)C[C@@H]2C[C@@]3(C(=O)OC)CC(C)(C)CC=C3N(Cc3cccc4ccccc34)C2=O)CC1
→ -13, ·, ·, ·, -5, ·, -7, 5, -2, ·, 16
- N#Cc1c(N2CCOCC2)nsc1-c1ccc(C(F)(F)F)cc1
→ -33, -39, -50, -30, 3, ·, -5, -16, -6, -12, -19
- CCC(C)c1ccccc1NC(=O)C1CCCO1 (stereo unspecified)
→ -1, -12, -22, 17, 1, -3, 12, -2, -4, 9, -2
- CCCN1CCN(CCNC(=O)Nc2ccccc2Cl)CC1
→ -5, -12, -17, -4, -9, 7, 0, -3, -2, 0, -26
- CCC(C)c1ccccc1NC(=O)COc1ccc(-n2cnnn2)cc1 (stereo unspecified)
→ 7, 13, 1, 32, -5, 11, -3, 8, 1, 11, 10
- CCn1cc(C(=O)NCc2ccncc2)c(=O)c2cc(F)c(N3CCN(C(=O)c4ccco4)CC3)cc21
→ -11, 10, 7, 8, 0, ·, -12, 4, 7, -3, -10
- COc1ccccc1C(=O)NNC(=O)C1CCN(C(=O)OC(C)(C)C)CC1
→ 4, 28, -5, -9, 2, -4, -3, 5, 5, 1, 21
- COc1cccc(NC(=O)COc2ccccc2)c1
→ -54, -24, -49, -57, -10, -7, 2, -46, -3, -40, -42
- O=C(Nc1ccc(S(=O)(=O)N2CCCC2)cc1)c1cccs1
→ -10, -2, -67, 14, 0, -8, 5, 0, -2, 5, 0
- Nc1ccccc1SCc1ccccc1
→ 3, 14, -2, -1, 0, 6, -4, 4, -2, -17, -11
- Cc1cc(Cn2nc(-c3ccccc3)cc2C(=O)NCc2cccc(Br)c2)on1
→ 0, 5, 10, -4, -5, -3, -2, 13, 5, 20, -29
- O=C(Nc1ccn(Cc2c(F)c(F)c(F)c(F)c2F)n1)c1cccc(Cn2cc([N+](=O)[O-])cn2)c1
→ 16, 3, -1, -26, 1, 6, -4, -9, 0, 14, -26

3 entries already listed, ordered by molecular weight, descending.
Results follow in this order: LRH-1 inv ag, TWEAK Fn14 block, NCOA1 inh, SRC3 inh, Exocytosis inh, TLR9-MyD88 block, NOD2 RIPK2 PPI, COUP-TFII inh, ABHD5 PLIN5 PPI, TROY NFkB inh, SRC2 inh
- CCn1cc(C(=O)NCc2ccncc2)c(=O)c2cc(F)c(N3CCN(C(=O)c4ccco4)CC3)cc21
→ -11, 10, 7, 8, 0, ·, -12, 4, 7, -3, -10
- Cc1cc(Cn2nc(-c3ccccc3)cc2C(=O)NCc2cccc(Br)c2)on1
→ 0, 5, 10, -4, -5, -3, -2, 13, 5, 20, -29
- CCC(C)c1ccccc1NC(=O)COc1ccc(-n2cnnn2)cc1 (stereo unspecified)
→ 7, 13, 1, 32, -5, 11, -3, 8, 1, 11, 10

Further results follow.
Results follow in this order: LRH-1 inv ag, TWEAK Fn14 block, NCOA1 inh, SRC3 inh, Exocytosis inh, TLR9-MyD88 block, NOD2 RIPK2 PPI, COUP-TFII inh, ABHD5 PLIN5 PPI, TROY NFkB inh, SRC2 inh
- O=C(NCC1CCCCC1)c1ccc(F)c(S(=O)(=O)N2CCOCC2)c1
→ 20, -6, 4, 2, -1, 4, 12, 29, 1, -6, 21
- CC(=O)N/C(=C/c1ccc2c(c1)OCO2)C(=O)N1CCOCC1
→ 1, 6, 2, 0, 6, -6, -6, 1, -1, 12, 27
- Cc1ccc(SCc2nc3ccccc3n2CC(=O)Nc2ccc(Cl)cc2)cc1
→ -8, 1, -8, 14, 4, 7, -7, 7, -11, 34, 5
- CC(=O)N1CCOc2ccc(S(=O)(=O)N3CCC(C(=O)NCc4ccc(F)cc4)CC3)cc21
→ 16, 11, 7, 0, -2, -5, -19, 15, -1, 3, 23
- CCCc1nnc(NC(=O)CCC(=O)NCc2ccc(Cl)cc2Cl)s1
→ 7, -12, -6, -5, -2, 0, 4, -20, 5, 3, 1
- CCSc1nnc(NC(=O)CSc2nc3c(c(=O)n2C)SC(C)C3)s1 (stereo unspecified)
→ -8, 8, -12, -11, 2, 8, -5, -1, 7, -4, 2
- CCOC(=O)C(C)Sc1nc2c(c(=O)[nH]c(=O)n2C)n1CCc1ccccc1 (stereo unspecified)
→ 1, 6, 4, 17, 1, -3, -9, -7, 2, -2, -17
- Brc1ccc(-c2csc(N3CCCCCC3)n2)cc1
→ 4, -8, -9, -10, -3, -4, -6, 4, -4, -15, 5
- NC(=O)c1ccc(/C=N/O)nc1
→ 2, -4, -6, 15, 1, 0, 0, 14, 4, 4, -2
- Cc1cc(C)cc(N(CC(=O)Nc2cccc(C)n2)S(=O)(=O)c2c(C)noc2C)c1
→ -19, 15, -11, 14, 5, 4, -11, 0, 5, 11, 1
- O=C(Oc1ccc2ccc(O)cc2c1)C1CCCCC1
→ -15, 3, -6, 0, 1, ·, -3, 17, -8, -29, 0
- COc1ccc(CCNC(=O)C/C(C)=N/NC(=O)Cc2cccc3ccccc23)cc1OC
→ -12, 1, -4, 11, -1, -12, -6, 0, 4, -4, 6
- Cc1ccccc1N1CCN(CC(=O)NCc2ccc(Cl)cc2)CC1
→ 14, -24, 4, 13, -2, 8, 3, -15, -8, 16, -27
- COc1ccc(C2NC(=O)NC(C)=C2C(=O)OCc2ccccc2)cc1 (stereo unspecified)
→ -5, -11, 15, 6, -5, -4, 4, -56, 3, 5, -16
- CCC(=O)NC(=S)Nc1ccc(S(=O)(=O)NC(C)C)cc1
→ 25, 8, 11, 13, -6, -2, -5, ·, 1, 0, ·

Other compounds
Results follow in this order: LRH-1 inv ag, TWEAK Fn14 block, NCOA1 inh, SRC3 inh, Exocytosis inh, TLR9-MyD88 block, NOD2 RIPK2 PPI, COUP-TFII inh, ABHD5 PLIN5 PPI, TROY NFkB inh, SRC2 inh
- CC(=O)c1ccc(S(=O)(=O)N(CC(=O)NC2CC2)Cc2ccc(F)cc2)cc1
→ 5, 0, 12, 1, 6, 4, -2, -1, 12, -13, 16
- Cc1nn(C)c(C)c1S(=O)(=O)N1CCC(CO)(Cc2ccc(Cl)cc2)CC1
→ -11, 1, -22, 8, 1, 7, -15, 9, 0, 10, -11
- CCOc1cc(N2CCOCC2)c(OCC)cc1NC(=O)c1ccc(NC(C)=O)cc1
→ 4, -9, -13, 6, -4, -3, -6, -5, 1, -1, -7
- COCCN1Cc2cccc(C(=O)NCCc3ccccc3)c2C1=O
→ -8, 10, -2, -4, -5, 13, -3, -6, -7, -26, -10

Structures from the list above with a CF3 group (two):
Results follow in this order: LRH-1 inv ag, TWEAK Fn14 block, NCOA1 inh, SRC3 inh, Exocytosis inh, TLR9-MyD88 block, NOD2 RIPK2 PPI, COUP-TFII inh, ABHD5 PLIN5 PPI, TROY NFkB inh, SRC2 inh
- Cc1cc(C)n(CC(=O)Nc2cccc(C(F)(F)F)c2)n1
→ 11, 11, -9, -5, 3, -3, -8, 6, -5, -2, -9
- N#Cc1c(N2CCOCC2)nsc1-c1ccc(C(F)(F)F)cc1
→ -33, -39, -50, -30, 3, ·, -5, -16, -6, -12, -19

Source: PubChem BioAssay (several laboratories)

Only part of the results is shown; rates above refer to the full screens.
